IDH1 R132H inh – qHTS for Inhibitors of mutant isocitrate dehydrogenase 1 (IDH1): qHTS. 0.093% of 390,000 active. IDH1-R132H enzyme, NADPH consumption, diaphorase/resazurin fluorescence. Potency, µM (series often up to 76.6 µM), inactives show at the top dose activity change, negative = inhibition, hits mostly inhibitors. AID 602179, 2012; also: potency is read from the fitted curve at half-maximal effect; % is scaled to controls: 0 for no effect and ±100 for the full control effect; nearly all actives have a fitted effect of over 65% in size
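IDH1-R132H (0.5 ug/mL dispensed) in pH 7.5 Tris buffer was preincubated 30 min with compound, then given a substrate mix of 0.016 mM NADPH and 2 mM alpha-KG for 80 min at room temperature; remaining NADPH was read by diaphorase/resazurin fluorescence.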
TrxR1 substrate – qHTS Assay for Substrates of Mammalian Selenoprotein Thioredoxin Reductase 1 (TrxR1): qHTS. 0.01% of 390,000 active. Thioredoxin reductase 1, cytoplasmic (Rattus norvegicus), O89049. purified TrxR1 substrate turnover, NADPH consumption readout. Potency, µM (titrated, usually from 114 µM), for the others: at the top dose activity change, negative = substrate turnover; also: potency is read from the fitted curve at half-maximal effect; % is scaled to controls: 0 for no effect and ±100 for the full control effect; nearly all actives have a fitted effect of over 50% in size
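Rat TrxR1, dispensed at 90 nM, was prereduced with 400 uM NADPH (final) for 5 min at ~22 deg C, then incubated with compound 15 min before 400 uM selenite. A first-read NADPH fluorescence drop versus no-compound background flagged substrates.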
TrxR1 inh – qHTS Assay for Inhibitors of Mammalian Selenoprotein Thioredoxin Reductase 1 (TrxR1): qHTS. Potency, µM (highest dose often 114 µM), without a hit: top-dose activity change, negative = inhibition, hits mostly inhibitors. 1% of 390,000 active. recombinant rTrxR1, NADPH fluorescence consumption, selenite substrate. Thioredoxin reductase 1, cytoplasmic (Rattus norvegicus), O89049; also: potency is read from the fitted curve at half-maximal effect; % is scaled to controls: 0 for no effect and ±100 for the full control effect; nearly all actives have a fitted effect of over 65% in size
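Rat TrxR1 (90 nM in the dispensed reagent) was pre-reduced with 400 uM NADPH for 5 min at room temperature, then incubated with compound for 15 min. After 400 uM selenite was added, NADPH fluorescence (Ex 340/Em 450 nm) was followed for 8 min.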
USP1-UAF1 inh – Inhibitors of USP1/UAF1: Primary Screen; Ubiquitin carboxyl-terminal hydrolase 1 (Homo sapiens), O94782; recombinant USP1/UAF1, Ub-Rhodamine cleavage fluorescence; Potency, µM (doses to about 57.1 µM), inactives show top-dose activity change, negative = inhibition, most hits filed as inhibitors; 0.23% of 390,000 active; also: potency is read from the fitted curve at half-maximal effect; % is scaled to controls: 0 for no effect and ±100 for the full control effect; nearly all actives have a fitted effect of over 60% in size; inactives centre near -12
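High-throughput fluorogenic screen: 1nM USP1/UAF1 complex, Ub-Rho substrate 150nM final, 50mM HEPES pH 7.8 with 0.5mM EDTA, 0.1 mg/ml BSA, 1mM TCEP and 0.01% Tween-20.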
D2 antag – HTS Assay for Allosteric Antagonists of the Human D2 Dopamine Receptor: Primary Screen for Antagonists; HEK293 TREx D2 cells, calcium flux, dopamine EC80; inhibition, % at 10 µM; 2% of 340,000 active; AID 485344, 2010; in the data active = inhibition above about 30%; also: 0% is about no effect
Target sequence (P14416 whole entry, looked up): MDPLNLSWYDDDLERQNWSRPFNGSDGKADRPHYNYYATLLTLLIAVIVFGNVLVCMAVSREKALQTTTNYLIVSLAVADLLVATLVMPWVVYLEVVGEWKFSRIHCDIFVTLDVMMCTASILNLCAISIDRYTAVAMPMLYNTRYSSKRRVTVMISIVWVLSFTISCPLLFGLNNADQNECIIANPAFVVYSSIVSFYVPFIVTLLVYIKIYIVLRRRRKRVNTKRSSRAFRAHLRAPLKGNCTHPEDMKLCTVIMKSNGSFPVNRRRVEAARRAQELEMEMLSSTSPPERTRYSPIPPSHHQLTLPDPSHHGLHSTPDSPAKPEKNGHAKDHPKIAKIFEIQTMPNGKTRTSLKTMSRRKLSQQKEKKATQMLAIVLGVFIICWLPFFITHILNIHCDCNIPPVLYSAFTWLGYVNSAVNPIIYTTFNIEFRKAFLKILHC
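Antagonism is scored as inhibition of an EC80 dopamine-evoked calcium signal in a force-coupled, tetracycline-inducible HEK293 T-REx D2 line, with compound present 180 s before agonist.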
D2 agonist – HTS Assay for Allosteric Agonists of the Human D2 Dopamine Receptor: Primary Screen for Agonists; D(2) dopamine receptor (Homo sapiens), P14416; HEK293 T-REx D2 cells, calcium flux agonist mode; activation, % at 2 µM; 0.53% of 340,000 active;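 active = activation over 3 SD above normal in the single-dose calcium agonist read, cut at about 30% in these data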; also: 0% is about no effect
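HEK293 Trex D2 cells, tetracycline-induced, o/n 30 C 5% CO2; no-wash Ca dye, RT 30–90 min; 10-cycle baseline, 23 nl cpd added, kinetic Ca read 180 s; agonist hits = positive Ca response.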
TRHR ag – qHTS for Small Molecule Agonists and Allosteric Enhancers of Human TRH Receptor: Primary Screen for Agonists; 0.18% of 360,000 active; Thyrotropin-releasing hormone receptor (Homo sapiens), P34981; TRHR cells, calcium flux fluo-8, FDSS agonist mode; AID 493084, 2011; activation, % at 2 µM; in the data active = activation above about 30%; also: 0% is about no effect
Target sequence (P34981 whole entry, looked up): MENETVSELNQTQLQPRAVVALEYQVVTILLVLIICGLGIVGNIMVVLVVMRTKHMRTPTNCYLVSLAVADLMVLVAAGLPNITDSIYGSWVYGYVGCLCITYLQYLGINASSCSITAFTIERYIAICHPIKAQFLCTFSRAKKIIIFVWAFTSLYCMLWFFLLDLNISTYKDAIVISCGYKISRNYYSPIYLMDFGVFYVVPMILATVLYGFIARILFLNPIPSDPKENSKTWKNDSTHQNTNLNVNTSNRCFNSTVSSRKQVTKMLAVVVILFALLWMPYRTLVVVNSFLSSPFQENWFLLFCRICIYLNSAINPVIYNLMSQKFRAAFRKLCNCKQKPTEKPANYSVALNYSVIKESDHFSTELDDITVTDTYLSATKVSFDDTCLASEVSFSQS
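In this calcium-flux screen, cells bearing human TRHR are dye-loaded with fluo-8, baselined for 10 cycles, then exposed to library compounds; positive kinetic calcium responses during the agonist phase mark hits, with TRH as control.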
Pin1 inhibitor – qHTS Assay to Find Inhibitors of Pin1; Pin1 FP peptide displacement, HiFluor488, 10 min; Potency, µM (top dose mostly 115 µM), inactives show at the top dose activity, negative = inhibition, most hits filed as inhibitors; 0.009% of 390,000 active; active = well fitted inhibition curve with a large enough effect in the polarisation, with a control signal flat, not every such curve was filed as active; inconclusive = small, poorly fitted or top-dose-only effect, or effect the other way, or a change in a side signal; inactive = no such curve, though single readings can be large or run the other way; the % refers to the polarisation; also: potency is read from the fitted curve at half-maximal effect; % is scaled to controls: 0 for no effect and ±100 for the full control effect
Target sequence (Q13526 whole entry, looked up): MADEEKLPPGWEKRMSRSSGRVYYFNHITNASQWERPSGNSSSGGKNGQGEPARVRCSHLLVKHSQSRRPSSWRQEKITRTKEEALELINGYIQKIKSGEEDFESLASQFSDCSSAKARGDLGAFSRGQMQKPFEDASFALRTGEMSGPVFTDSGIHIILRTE
TRHR enhancer – qHTS for Small Molecule Agonists and Allosteric Enhancers of Human TRH Receptor: Primary Screen for Enhancers; TRHR cells, fluo-8 calcium fluorescence, EC20 TRH enhancement; enhancement, % at 2 µM; 0.66% of 360,000 active; AID 493056, 2011; in the data active = enhancement above about 30%; also: 0% is about no effect
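TRHR-expressing cells loaded with fluo-8 calcium dye were read kinetically (ex 480/em 530) during compound addition, then stimulated with an EC20 of TRH (10 nM final). Enhancement of the Gq-mediated intracellular calcium response was scored.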
* hit, by the source's call; ? = inconclusive; . = no result given; [ ] = remark or other dose. Unless noted, calls follow the shape of the dose curve; as a rule, active = well fitted inhibition curve with a large enough effect; inconclusive = small, poorly fitted or top-dose-only effect; inactive = no such curve, though single readings can be large or run the other way. A portion of the library; the hit share may differ from the screen's.

SMILES | IDH1 R132H inh | TrxR1 substrate | TrxR1 inh | USP1-UAF1 inh | D2 antag | D2 agonist | TRHR ag | Pin1 inhibitor | TRHR enhancer
Clc1ccc2[nH]c3c(c2c1)CCc1cn[nH]c1-3 | 8% | -3% | -5% | -5% | -9 | 0.7 | 0.3 | 3% | 4
COc1ccc(OCC(=O)NCc2cccnc2)cc1 | 3% | -9% | -14% | -14% | 0 | -1.8 | 0.0 | 2% | -3
CCOc1ccccc1C=NNc1ccc([N+](=O)[O-])cn1 | 2% | 11%[57.1 µM] | 18%[57.1 µM] | ? | . | . | . | ? | .
CC(C(=O)NC1CCCc2ccccc21)N1CCN(c2ccc(F)cc2)CC1 (stereo not drawn) | 10% | -8% | -7% | -4% | 7 | 0.4 | -0.2 | -3% | 0
COc1cc(/C=C/[N+](=O)[O-])ccc1OC(=O)c1cc2ccccc2oc1=O | 3% | 0% | ? | -22% | -9 | 1.1 | 0.5 | ? | 1
CC1CCN(CCCNC(=O)c2ccc(N3CCCC3=O)cc2)CC1 | 20% | -1% | 15% | -26% | 22 | -0.3 | 1.0 | -3% | -1
O=C(CCC(=O)Nc1ccc(F)cc1)N/N=C/c1ccccc1O | 0% | 5% | 7%[57.1 µM] | -14% | 34* | 0.0 | 0.4 | -2% | -2
C=CCN(C(=O)c1csnn1)C(C(=O)NC1CCCCC1)c1ccc(C)cc1 (stereo not drawn) | 4% | 2% | 9% | -5% | . | . | 0.0 | 2% | -3
Nc1cc(=O)[nH]c(SCC(=O)c2ccc(O)cc2O)n1 | -4% | -6% | 12% | -12% | -9 | 0.0 | 0.8 | -10% | 7
CCCCN(CC)C(=O)c1oc2ccc(S(=O)(=O)N3CCCC3)cc2c1C | 0% | 8%[57.1 µM] | 26%[57.1 µM] | -21% | 9 | -0.5 | -0.7 | -1% | -4
Cc1ccc(OCC(=O)Nc2ccc3c(c2)C(=O)NC3=O)cc1 | 13% | 2% | 23% | -19% | 6 | -1.5 | -0.8 | 9% | 4
COc1ccc(OC)c(C(=O)CSc2nc3ncccc3[nH]2)c1 | 3% | 19% | 25%[57.1 µM] | -3% | -2 | 0.0 | -2.1 | 6% | 1
O=C(NC(=S)Nc1ccc2c(c1)OCCO2)c1ccccc1F | 6% | -5%[57.1 µM] | ? | -19% | -14 | 0.3 | -0.6 | -1% | 0
CC1Cc2ccccc2N1C(=O)CSc1nnc(-c2ccc(S(=O)(=O)N3CCOCC3)cc2)n1C (stereo not drawn) | 1% | 2% | 9% | -1% | -4 | 0.8 | -0.1 | 3% | 13
Cc1ccc(C)c(-n2nnnc2SCC(=O)NNC(=O)c2ccco2)c1 | 8% | 2% | 20% | -1% | -26 | -2.0 | 0.6 | -6% | 4
COc1ccccc1OC(=O)CCN1c2ccccc2Sc2ccccc21 | 5% | 5%[57.1 µM] | -2%[57.1 µM] | -8% | -3 | -0.7 | 0.1 | 1% | 1
CCC(C)(C)NC(=O)C(c1cccc(OC)c1OC)N(Cc1ccc(OC)cc1)C(=O)CCC(=O)Nc1cc(C)on1 (stereo not drawn) | 0% | 4% | 22% | -23% | 7 | 0.6 | 0.7 | 1% | -1
COC(=O)c1ccc(NC(=O)CN2CCN(c3ccccc3C)CC2)cc1 | 3% | -3%[57.1 µM] | 2%[57.1 µM] | -17% | 2 | 0.3 | 0.0 | -5% | 7
COc1ccccc1N1CCN(C(=O)c2cccc(S(=O)(=O)N3CCCCCC3)c2)CC1 | 0% | -7% | -3% | -23% | -8 | 0.6 | -0.3 | 9% | 0
CNC(=O)c1cc(C(=O)c2ccc(Cl)cc2)c(Br)[nH]1 | 4% | 2% | 11% | -9% | 15 | 0.0 | -0.2 | -1% | -6
Cc1cc2cc3c(cc2nc1SCC(=O)OC(C)C)OCO3 | 2% | 0%[57.1 µM] | -2%[57.1 µM] | ? | -27 | -1.5 | 0.9 | 2% | 1
COc1ccccc1C(=O)NC(=O)COC(=O)c1cnc(C)cn1 | -2% | -5% | 3% | 0% | -12 | -0.4 | -0.2 | 8% | 7
NC(=O)Cn1c(=O)n(-c2ccc(F)c(Cl)c2)c(=O)c2sc3ccccc3c21 | 0% | 27% | 16% | -21% | . | -1.0 | -1.6 | 33%[activator] | -2
CCOc1[nH]n(-c2ccc(Cl)cc2)c(=O)c1C=Nc1ccc(Cl)cc1 | 3% | 1% | 17% | -15% | 8 | 0.3 | 0.1 | 2% | -7
O=C(COC(=O)c1ccc(F)cc1)NCC1COc2ccccc2O1 (stereo not drawn) | 9% | 0% | 13% | -15% | . | . | . | 3% | .
CCCCNC(=O)CSc1nc(O)c(Cc2ccc(OC)cc2)c(=O)[nH]1 | 0% | -22% | -24% | 0% | -6 | 0.4 | -0.2 | -3% | 1
Cc1ccccc1CNC(=O)Cn1ccc2cc(S(=O)(=O)N3CCCCC3)ccc21 | 10% | -5% | 12% | -23% | . | 0.9 | -0.6 | 35%[activator] | 2
O=C(NCc1ccc2c(c1)OCO2)c1c(-c2ccsc2)sc2ccccc12 | -2% | 11% | 47%[activator] | -37% | . | . | . | 45%[activator] | .
CCOC(=O)Cn1c(=O)c(-c2cc(Br)ccc2N)nc2ccccc21 | 0% | -2% | 7% | ? | 4 | 2.9 | 1.6 | ? | 2
CCc1nn2c(=O)cc(COC(=O)COc3ccc(OC)cc3)nc2s1 | 9% | 0%[57.1 µM] | 22%[57.1 µM] | ? | . | -0.7 | 0.2 | -7% | 3

Shown as a hit in D2 antag, among the entries above:
smiles,IDH1 R132H inh,TrxR1 substrate,TrxR1 inh,USP1-UAF1 inh,D2 antag,TRHR ag,Pin1 inhibitor,TRHR enhancer
O=C(CCC(=O)Nc1ccc(F)cc1)N/N=C/c1ccccc1O,0%,5%,7%[57.1 µM],-14%,34*,0.4,-2%,-2

One compound at a time, as listed above. Order of values: IDH1 R132H inh, TrxR1 substrate, TrxR1 inh, USP1-UAF1 inh, D2 antag, D2 agonist, TRHR ag, Pin1 inhibitor, TRHR enhancer
Listed for `O=C(NCc1ccc2c(c1)OCO2)c1c(-c2ccsc2)sc2ccccc12` : -2%, 11%, 47%[activator], -37%, ., ., ., 45%[activator], .
Listed for `Cc1ccccc1CNC(=O)Cn1ccc2cc(S(=O)(=O)N3CCCCC3)ccc21` : 10%, -5%, 12%, -23%, ., 0.9, -0.6, 35%[activator], 2

More results
SMILES | IDH1 R132H inh | TrxR1 substrate | TrxR1 inh | USP1-UAF1 inh | D2 antag | D2 agonist | TRHR ag | Pin1 inhibitor | TRHR enhancer
O=C(Nc1ccc(S(=O)(=O)N2CCCC2)cc1)C1CCCCC1 | -7% | 0% | 15% | -13% | 19 | 0.5 | 0.3 | -1% | -6
CCOc1ccc(NC(=O)c2cccc3ccccc23)cc1 | -2% | -7% | 23%[2.29 µM] | -7% | -7 | 0.8 | -0.9 | 6% | 2
C=C1CC[C@@H]2[C@](C)(CO)[C@H](O)CC[C@@]2(C)[C@@H]1C/C=C1/C(=O)OCC1O (stereo partly drawn) | 13% | 0% | 7% | -11% | . | . | . | ? | .
CCOC(=O)c1c(C)[nH]c(C)c1S(=O)(=O)N(C)CC(=O)Nc1cccc(C)c1 | 4% | -5% | 12% | 3% | 14 | 0.3 | -0.6 | -3% | -2
O=C(CSc1ccccc1)Nc1ccc(C(=O)Nc2ccc(O)cc2)cc1 | 16% | -1%[57.1 µM] | 5%[57.1 µM] | -7% | -16 | 1.0 | -0.1 | 12% | -4
COc1ccc(C(=O)OCC(=O)NC(=O)NC2CCCC2)c(O)c1 | 3% | 3%[57.1 µM] | -1%[57.1 µM] | -24% | 5 | -1.4 | 1.1 | 0% | -4
CCCCCCOc1ccc(C(=O)NCCCn2ccnc2)cc1 | 0% | 7%[57.1 µM] | 27%[57.1 µM] | -11% | -2 | -0.2 | -0.3 | -3% | 1
C=CCOC(=O)c1c(C)nc2cc3c(cc2c1C)OCO3 | 3% | -9% | -17% | -7% | -9 | 1.1 | 0.3 | -4% | -3
COc1ccc(NC(=O)CCNC(=O)Cn2ccc3ccccc3c2=O)c(OC)c1 | -2% | -7% | -16% | -12% | 6 | 0.1 | -0.2 | 0% | -2
O=c1[nH]cnc2nc3n(c12)CCCCC3 | -2% | 6%[57.1 µM] | 10% | -9% | -3 | 1.8 | 0.5 | 1% | 3
CC1CCN(C(=O)Cn2ncc3c4ccccc4n(C)c3c2=O)CC1 | -5% | 13% | -1% | -2% | 0 | -0.2 | 0.0 | 1% | -1
Cc1ccc2sc(N(Cc3cccnc3)C(=O)CCS(=O)(=O)c3ccccc3)nc2c1C | -30% | -2%[57.1 µM] | ? | -33% | . | 0.1 | -0.7 | 28% | 7
CCCc1[nH]nc2c1C(c1ccoc1)C(C#N)=C(N)O2 (stereo not drawn) | -3% | 1% | -8% | -23% | -7 | 1.0 | -0.1 | -5% | 11
O=C(NCCC1=CCCCC1)C(=O)NCC(c1ccco1)N1CCN(c2ccccc2F)CC1 (stereo not drawn) | 2% | -2% | -4% | -5% | -14 | 3.4 | 0.6 | -4% | 2
CCn1c(O)c(C=NCc2cccs2)c(=O)n(CC)c1=S | 6% | -5% | 0% | -9% | 8 | -0.6 | -0.7 | 4% | -1
COc1cccc(OCc2cc(C(=O)N(C)Cc3nc4ccccc4[nH]3)no2)c1 | 16% | 4% | 21% | -27% | -16 | -0.2 | 0.0 | -2% | -7
CSc1cccc(NC(=O)Nc2ccccc2C(N)=O)c1 | 12% | 8%[57.1 µM] | -2%[2.29 µM] | -2% | -2 | -0.6 | -2.4 | 2% | -2

Bioassay records (PubChem)
